Cycloheximide cs: affects cycloheximide protein synthesis inhibition readout, counter-screen; cell reporter, cycloheximide protein synthesis inhibition counterscreen; max response, %; hit rate 12% among 300,000; AID 2314; in the data active = max response mostly above about 13%, no sharp cut-off; inactive = mostly below about 14%; note: read at 38.3 µM for the half of the compounds with a filed dose; 0% is about no effect
HCMV inh: inhibitors of human cytomegalovirus | HFF cells, HCMV-luciferase reporter, 72 h; stronger effect = lower value | hit rate 4.5% among 410,000 | AID 1259415 | activity change, negative = inhibition, % at 57.5 µM; in the data active = activity change below about -60%; inconclusive = no clear call, values can overlap the other calls; inactive = above about -39%; note: % is set by controls: 0 for no effect and ±100 for the full control effect
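HFF cells seeded 16 h at 37C, treated with compounds, infected with luciferase-reporter HCMV at MOI 1 PFU/cell; luciferase read at 72 h post infection, normalized to buffer-only and Salinomycin controls.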
AmpC no deterg: blocks E. coli AmpC beta-lactamase in detergent-free assay; AID 485341; hit rate 0.52% among 330,000; Potency, µM (series often up to 57.1 µM), without a hit: at the top dose activity change, negative = inhibition, usual class: inhibitors; P00811; AmpC nitrocefin hydrolysis, absorbance 480 nm, 0.0001% Triton;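 note: potency is the fitted concentration of half-maximal effect; plate controls were no compound for no effect and no enzyme for full effect; nearly all actives have a fitted effect of over 20% in size; some results filed as inactive show a strong effect at the top dose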
Target sequence (P00811 whole entry, looked up): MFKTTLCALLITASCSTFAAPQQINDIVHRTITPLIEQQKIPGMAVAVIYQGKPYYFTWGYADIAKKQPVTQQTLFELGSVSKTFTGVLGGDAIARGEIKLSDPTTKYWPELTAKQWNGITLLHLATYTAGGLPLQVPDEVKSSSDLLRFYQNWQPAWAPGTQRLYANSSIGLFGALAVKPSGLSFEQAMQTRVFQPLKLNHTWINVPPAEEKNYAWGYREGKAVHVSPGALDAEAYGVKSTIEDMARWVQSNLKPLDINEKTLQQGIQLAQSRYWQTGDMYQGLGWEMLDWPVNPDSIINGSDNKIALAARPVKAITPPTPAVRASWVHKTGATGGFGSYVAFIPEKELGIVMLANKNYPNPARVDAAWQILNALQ
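20 mM phosphate pH 7.0 + 0.01% (detergent screen) or 0.0001% Triton X-100; 5.3 nM AmpC reagent; cpd preinc 15 min RT; nitrocefin (800 uM stock) to start; A480 q20 s × 4 min; Activity was normalised to no-enzyme and no-compound control wells.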
Shiga inhibitor: blocks Shiga toxin action in Vero cells; Vero cells, Shiga toxin protein synthesis inhibition reporter; inhibition, % at 38.7 µM; hit rate 9.2% among 290,000; in the data active = inhibition mostly above about 28%, no sharp cut-off; inactive = mostly below about 43%; note: 0% is about no effect
AMA1-RON2 inh: AMA1-RON2 (P. falciparum) interaction inhibition; AlphaScreen AMA1-biotinylated RON2 peptide binding; Potency, µM (series often up to 58.2 µM), for the others: at the highest dose activity change, negative = inhibition, usual class: inhibitors; AID 720542; hit rate 0.2% among 360,000;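 note: potency is the fitted concentration of half-maximal effect; 0% = vehicle wells and -100% = peptide control; nearly all actives have a fitted effect of over 45% in size; some results filed as inactive show a strong effect at the top dose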
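AMA1 (3D7) with his tag at 25 nM final met compounds first, then biotinylated RON2 peptide at 25 nM; detection used donor plus acceptor beads, 10 µg/mL apiece, read by AlphaScreen after 30 min at room temperature.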
Giardia FBPA inh: blocks Giardia fructose-bisphosphate aldolase activity; A8B2U2; Potency, µM (highest dose often 59.6 µM), for inactives: top-dose activity, negative = inhibition, actives largely listed as inhibitors; purified Giardia FBPA; hit rate 0.71% among 290,000; note: potency is the fitted concentration of half-maximal effect; % is set by controls: 0 for no effect and ±100 for the full control effect; nearly all actives have a fitted effect of over 55% in size
Target sequence (A8B2U2 whole entry, looked up): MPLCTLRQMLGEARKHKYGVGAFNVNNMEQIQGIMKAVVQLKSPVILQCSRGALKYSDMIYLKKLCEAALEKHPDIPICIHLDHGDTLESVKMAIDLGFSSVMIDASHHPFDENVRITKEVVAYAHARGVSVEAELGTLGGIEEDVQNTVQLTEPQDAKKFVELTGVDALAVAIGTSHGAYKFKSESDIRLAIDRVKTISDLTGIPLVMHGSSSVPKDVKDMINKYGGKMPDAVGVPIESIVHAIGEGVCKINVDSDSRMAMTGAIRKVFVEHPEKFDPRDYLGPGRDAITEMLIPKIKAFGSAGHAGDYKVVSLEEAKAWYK
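40 nM FBPA preincubated 10 min at RT with compound (up to 57.5 uM final), then substrate plus GAPDH/TPI/NAD/arsenate coupling and diaphorase/resazurin added. Fluorescence read after 20 min at RT, 525/598 nm.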
AmpC detergent: inhibitors of E. coli AmpC beta-lactamase with detergent; AmpC hydrolysis of nitrocefin, absorbance 480 nm, 0.01% Triton; Potency, µM (highest dose often 114 µM), for the others: top-dose activity change, negative = inhibition, actives largely listed as inhibitors; hit rate 0.041% among 370,000; AID 485294;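 note: potency is the fitted concentration of half-maximal effect; 0% = no-compound wells and -100% = no-enzyme wells; nearly all actives have a fitted effect of over 25% in size; some results filed as inactive show a strong effect at the top dose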
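20 mM phosphate pH 7.0 + 0.01% (detergent screen) or 0.0001% Triton X-100; 5.3 nM AmpC reagent; cpd preinc 15 min RT; nitrocefin (800 uM stock) to start; A480 q20 s × 4 min; Activity was normalised to no-enzyme and no-compound control wells.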
* = called active by the depositor; ? = inconclusive; nt = no result given; [ ] = another dose, or the depositor's remark. Unless noted, calls come from the whole dose curve; as a rule, active = well fitted curve in the direction sought with a large enough effect; inconclusive = small, poorly fitted or top-dose-only effect, or another doubt; inactive = no such curve, though single readings can be large; an effect the other way counts as inactive or inconclusive. This is a random part of the collection. Share with any hit: about 16%.

Below each compound: Cycloheximide cs | HCMV inh | AmpC no deterg | Shiga inhibitor | AMA1-RON2 inh | Giardia FBPA inh | AmpC detergent
> O=C(NCCCn1ccnc1)C1CCCN(S(=O)(=O)c2cc(Cl)ccc2Cl)C1 (stereo not drawn)
 : -5 | -38 | 30% | -13 | -5% | 6% | -14%
> Cc1cccc(N(CC(=O)NC2CCCC2)C(=O)CCC(=O)Nc2ccccn2)c1
 : -4 | 52 | -10% | -7 | 21% | 6% | ?
> O=C(CCl)Nc1ccc(Sc2ccc(NC(=O)CCl)cc2)cc1
 : 24* | -97* | -12% | 16 | -5% | -12% | -5%
> CCOc1ccc(C2C(C(=O)c3cccs3)=C(O)C(=O)N2Cc2cccnc2)cc1 (stereo not drawn)
 : 7 | 2 | -18% | 15 | 10% | 5% | 0%
> CCOc1ccccc1N(CC(=O)NC(C)(C)C)C(=O)Cn1nnc(-c2ccc(C)o2)n1
 : 0 | 27 | 60%[activator] | -11 | -5% | -2% | -2%
> O=c1c2[nH]c3ccc(Br)cc3c2ncn1Cc1ccncc1
 : 6 | nt | 15% | 67 | 0% | 3% | -6%
> COc1cccc(-c2c(C(=O)N/N=C/c3cccs3)nnn2-c2nonc2N)c1
 : 10 | nt | -52% | -6 | 17% | -12% | ?
> CCOC(=O)c1cc(CC)sc1NC(=O)c1cccc(N2C(=O)CCC2=O)c1
 : -6 | 21 | 182%[activator] | -12 | 2% | -1% | 2%
> OC1CCN(Cc2ccc(OCc3ccccc3)cc2)CC1
 : 19* | 39 | -10% | nt | -11% | -12% | ?
> C=CCOc1ccc(Br)cc1CNCC
 : -4 | 1 | -15% | 2 | 0% | -1% | ?
> COc1ccc(/C=N/Nc2nc(-c3cccnc3)nc3ccccc23)c(OC)c1
 : -2 | 22 | -8% | 4 | 31%[activator] | -14% | 8%
> CCCCn1c(N)c(N(CCOC)C(=O)c2sc3ccccc3c2Cl)c(=O)[nH]c1=O
 : nt | -27 | 2% | nt | 1% | nt | -2%
> CCn1c(=S)sc2c(=O)n(CC(=O)NCCCc3ccccc3)c(C)nc21
 : -1 | -29 | -21% | -10 | -1% | 5% | -5%
> COc1cc(NC(=O)NS(=O)(=O)c2ccc(C)cc2)cc(OC)c1
 : -2 | 59 | -7% | 12 | 14% | 8% | 2%
> CCOc1ccc(/C(O)=C/C(=O)C(=O)Nc2ccc(S(=O)(=O)NC(C)=O)cc2)cc1
 : 9 | 32 | -12% | -2 | 87%[activator] | -22% | -14%
> CC(NC(=O)C1CCN(S(=O)(=O)N2CCC3(CC2)OCCO3)CC1)c1ccccc1 (stereo not drawn)
 : -2 | -21 | -11% | -4 | 4% | 2% | 6%
> C[C@@H]1CN(Cc2cn(C)nc2-c2cccc(Cl)c2)C[C@H](C)O1
 : -2 | -22 | -13% | -4 | -3% | 0% | -1%
> O=C(CCNC(=O)c1ccc(Cl)cc1)Nc1ccc(S(=O)(=O)N2CCOCC2)cc1
 : nt | 4 | -14% | nt | -4% | nt | -7%
> O=C(Nc1nnc(CC(=O)N2CCOCC2)s1)c1cccs1
 : -2 | 21 | -6% | -5 | -4% | -6% | 0%
> O=C(O)C(Cc1ccccc1)N1C(=O)/C(=C/C=C/c2ccco2)SC1=S (stereo not drawn)
 : 11 | -23 | -43% | -4 | -26% | ? | ?
> CCCCn1c(N)c(N(CCOC)C(=O)c2ccco2)c(=O)[nH]c1=O
 : nt | 0 | -17% | nt | 8% | nt | ?
> CCN(c1ccccc1)S(=O)(=O)c1cc2c(cc1C)N(C)CCO2
 : -3 | -10 | -8% | -5 | ? | -4% | 0%
> Cc1ccc(N(CC(=O)Nc2cccc(C)c2)S(=O)(=O)c2cccc3nonc23)cc1
 : 9 | -3 | -12% | 23 | -9% | -26% | 24%
> COC(=O)c1ccc(OC)c(OC2CCCC2)c1
 : -3 | 80 | -18% | -2 | -9% | 3% | -2%
> CC(C)C(=O)c1cn(CC(=O)NCc2ccc3c(c2)OCO3)c2ccccc12
 : 4 | 80 | -9% | 16 | -5% | 4% | -3%
> COc1cc(C)ccc1OCCCOc1ccccc1Cl
 : 51* | 36 | -5% | 93* | 82%[activator] | nt | -7%
> N#C/C(=C(/O)CSc1ccccn1)c1nc2ccccc2s1
 : 25* | -24 | -14% | 47 | 1% | 11% | 5%
> CCC(C)(C(=O)NC1CCCC1)N(C(=O)c1cnccn1)c1ccccc1 (stereo not drawn)
 : 9 | 10 | 5% | 8 | -6% | 9% | 0%
> Nc1n[nH]c(CCCO)n1
 : -1 | 68 | -23% | 8 | 9%[11.6 µM] | 6% | ?
> CC(C)(C)OC(=O)NCCCCCc1nnc(SCc2ccc(F)cc2)o1
 : 2 | -67* | 67%[activator] | 7 | -16% | 0% | -5%
> COC(=O)CN1C(=S)N(Cc2ccccc2)C(=O)C1CC(=O)Nc1ccc(OC)cc1 (stereo not drawn)
 : 6 | -10 | 1% | 20 | 14% | 0% | 15%
> CCC(CO)Oc1cc(NCc2ccccc2F)c2ncn(C(C)C)c2c1 (stereo not drawn)
 : nt | 12 | 132%[activator] | nt | -13% | nt | -1%
> CN(C)CCNC(=O)Cn1nc(C(F)F)cc1C1CC1
 : 4 | -26 | 0% | 12 | 90%[activator] | -1% | -3%
> CCc1nc(SCC(=O)N2c3ccccc3CC2C)c2c(C)c(C)sc2n1 (stereo not drawn)
 : -1 | -38 | -24% | 20 | -7% | 1% | ?
> COc1ccc(C)cc1NC(=O)CCN1CCN(C/C=C/c2ccccc2)CC1
 : -6 | -5 | 164%[activator] | nt | -11% | 7% | -14%
> Cc1cc(Cl)nc(Cl)c1C(=O)NCCc1ccccc1
 : nt | -1 | -5% | nt | -5% | nt | -3%
> COc1ccc(OC)c(S(=O)(=O)Nc2ccc3oc(C)c(C(C)=O)c3c2)c1
 : 0 | -24 | 95%[activator] | -5 | -2% | -1% | 2%
> COc1ccc(C(=O)NNc2ccccc2)cc1
 : 15 | -3 | -27% | 13 | 9% | 2% | -14%
> NC(N)=N/N=C/c1ccc(OCc2ccccc2)c(OCc2ccccc2)c1
 : -6 | -103* | -10% | 7 | -4% | 2% | -3%
> COC(=O)c1ccc(Cn2cnc3ccccc3c2=O)cc1
 : 3 | 16 | -24% | 5 | -11% | 7% | -10%
> COc1ccccc1S(=O)(=O)c1ccccc1[N+](=O)[O-]
 : -3 | -7 | -16% | -4 | 0% | -12% | ?
> O=C(NC1CCCCC1)C12CC3CC(C1)CC(n1cncn1)(C3)C2
 : -1 | -15 | -2% | -17 | 8% | 3% | -4%
> O=c1[nH]cnc2scc(-c3ccc(Br)cc3)c12
 : 11 | -34 | -25% | 25 | 2% | 4% | 5%
> CC1CCN(C(=O)CN2C(=O)COc3ccc(Cl)cc32)CC1
 : -6 | -1 | 4% | 3 | 9% | 8% | 3%
> CC(C)c1ccc(CNC(=O)C(=O)NCCCn2ccnc2)cc1
 : -2 | 4 | -1% | -7 | 5% | 11% | -8%
> Cc1cccc(NC(=O)/C=C/c2cccs2)n1
 : 33* | 93 | -24% | 40* | 3% | -18% | 0%
> COc1ccc(CCNc2ccc(C(CC(N)=O)NC(=O)Cc3cccc4ccccc34)cc2[N+](=O)[O-])cc1 (stereo not drawn)
 : -4 | -2 | -7% | -2 | 5% | -5% | -1%
> Cc1onc(-c2c(F)cccc2Cl)c1C(=O)Nc1nnc(C(F)(F)F)s1
 : -3 | -98* | -30% | 8 | -2% | nt | -6%
> O=C(Nc1cccc(F)c1)c1ccc2ncsc2c1
 : 49* | nt | -24% | 105* | 7% | 9% | -6%
> COc1ccc(NC(=O)/C=C/c2cccc(F)c2)cn1
 : 43* | 47 | -10% | 72* | 2% | -22% | ?
> COCCN(C(=O)CCl)C(C(=O)NC1CCCCC1)c1ccccc1C (stereo not drawn)
 : 2 | -98* | -16% | 2 | 8% | 3% | -1%
> O=C(Cc1ccc(Cl)c(Cl)c1)Nc1cccc2ncccc12
 : 2 | -12 | -44% | 11 | -10% | -5% | -10%
> CCCCn1c(=S)[nH]c2cc(S(=O)(=O)N3CCCCC3)ccc21
 : -3 | 29 | -50% | -22 | 111%[activator] | 8% | ?
> CCn1cc([N+](=O)[O-])c(C(=O)N2N=C(c3ccccc3)CC2c2ccc([N+](=O)[O-])cc2)n1 (stereo not drawn)
 : 15 | -19 | 42% | 20 | -9% | -7% | 2%
> CNC(=S)N(C)[C@H]1c2c(ccc3ccccc23)OC[C@H]1CO
 : -4 | -60* | 69%[activator] | -9 | 3% | -6% | -14%
> O=C(COc1ccc(Cl)cc1)OCC(=O)N1CCOCC1
 : nt | -2 | -20% | nt | -3% | nt | nt
> Cc1ccc(CSCC(=O)NN=C2CCN(C)CC2)cc1
 : -4 | 11 | -25% | -35 | -7% | 7% | 1%
> O=C(CCc1ccccc1)NCCc1nc2ccccc2[nH]1
 : -1 | 54 | -26% | -13 | -1% | -8% | -5%
> S=c1[nH]nc(CCc2nc3ccccc3[nH]2)n1-c1ccccc1
 : -1 | -15 | -12% | -22 | 52%[activator] | 2% | 4%
> CCOC(=O)COn1c(SCC(=O)OCC)nc2ccccc2c1=O
 : 1 | 26 | nt | -22 | 9% | -1% | -1%

The list goes on.
Below each compound: Cycloheximide cs | HCMV inh | AmpC no deterg | Shiga inhibitor | AMA1-RON2 inh | Giardia FBPA inh | AmpC detergent
> CC(C)C[C@H](NC(=O)c1nc[nH]c1C(=O)NCc1ccccc1)C(=O)OC(C)(C)C
 : -2 | -1 | 58% | -31 | 172%[activator] | ? | 14%
> O=C(CSc1nc(=O)n(CCN2CCOCC2)c2c1CCC2)Nc1ccc(OC(F)(F)F)cc1
 : nt | -60* | 222%[activator] | nt | 0% | nt | 0%
> N#CC(C#N)=Cc1cccn1-c1ccc(S(N)(=O)=O)cc1
 : 4 | -2 | -12% | -7 | -22% | -1% | -5%
> O=C(Nc1ccccc1C(F)(F)F)c1c(F)cccc1Cl
 : -5 | -29 | -5% | -4 | -13% | -3% | -6%
> COc1ccc(CCNC(=O)Cn2nnc(-c3ccc(N4CCOCC4)cc3)n2)cc1OC
 : 2 | 12 | -19% | 22 | 4% | -2% | -12%
> CN(C(=O)CN1C(=O)c2ccccc2S1(=O)=O)C1CCCCC1
 : nt | -4 | 2% | nt | 3% | nt | nt
> COc1ccc(Cl)cc1NC(=O)CN(C)C(=O)c1cc2ccccc2cc1O
 : nt | 7 | -18% | nt | -1% | nt | ?
> COc1ccc(C(=O)NNC(=O)CSc2nnc(C)n2CC2CCCO2)cc1 (stereo not drawn)
 : -1 | ? | -7% | -11 | 6% | -1% | -1%
> CCN(CCCNC(=O)CC(C(=O)N1CCc2ccccc21)n1ccnc1)c1cccc(C)c1 (stereo not drawn)
 : -2 | -11 | 139%[activator] | -9 | ? | -4% | -5%
> COc1ccc2c(c1)CCCC21NC(=O)N(CC(=O)NCc2cccs2)C1=O (stereo not drawn)
 : nt | 24 | -22% | nt | -8% | nt | nt
> C=C(C)Cn1c(N)cc(=O)nc1SCC(=O)Nc1cccc(C(F)(F)F)c1
 : -3 | 54 | 2% | -6 | -5% | 2% | ?

Bioassay records as filed in PubChem BioAssay.
